# Source: PubChem BioAssay (several laboratories)
# EP2 antag: blocks the human prostaglandin E2 receptor EP2. C6 glioma cells expressing human EP2, cAMP TR-FRET; cells stimulated with saturating PGE2. inhibition, % at 25 µM. 260,000 compounds, 0.52% hits. P43116;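 active = percent inhibition above 40 after rounding to a whole number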;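 note: rat C6 glioma host cells with rolipram phosphodiesterase inhibitor present; the protocol text gives 20 µM as final concentration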
# Target sequence (P43116 whole entry, looked up): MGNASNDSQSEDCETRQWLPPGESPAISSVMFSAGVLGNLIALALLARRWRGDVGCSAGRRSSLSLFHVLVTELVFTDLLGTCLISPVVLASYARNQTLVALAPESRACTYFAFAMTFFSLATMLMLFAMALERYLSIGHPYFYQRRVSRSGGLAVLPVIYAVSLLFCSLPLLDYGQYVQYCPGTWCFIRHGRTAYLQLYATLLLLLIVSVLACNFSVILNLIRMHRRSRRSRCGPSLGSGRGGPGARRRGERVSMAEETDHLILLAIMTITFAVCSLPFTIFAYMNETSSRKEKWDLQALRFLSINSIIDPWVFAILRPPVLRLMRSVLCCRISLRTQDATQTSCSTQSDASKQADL
# EP2 mod: modulates human prostaglandin E2 receptor EP2 signaling. P43116. EP2-expressing cells, cAMP HTRF FRET, PGE2 co-stimulation. induction, % at 25 µM. 260,000 compounds, 0.83% hits;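 active = compounds whose cAMP rise, as percent of the full-agonist control response, exceeds 60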;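 note: rat C6 glioma line stably carrying human EP2 under a CMV promoter; the protocol text gives 20 µM as final concentration; 100% = response of wells given 1 µM PGE2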
# CHOP inh: blocks CHOP induction under ER stress. inhibition, % at 10 µM. AID 2732. CHO-K1 CHOP-promoter luciferase, tunicamycin-induced, 15-18 h. 220,000 compounds, 3.8% hits;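 active = compounds that reduced the stress-induced luciferase reporter signal by more than about 70% of percent inhibition, limit read from the data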;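 note: 0% = tunicamycin plus vehicle and 100% = wells without tunicamycin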
# NPY1 pot ag: potentiates or activates human NPY-Y1 receptor; NPY-Y1 expressing cells, potentiator/agonist activation; AID 1304; 220,000 compounds, 0.37% hits; activation, % at 3.6 µM; P25929; in the data active = activation above about 33%, passing the limit was not always enough;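 note: cells stimulated with NPY at EC10 then isoproterenol at EC100; 0% = low agonist plus stimulus and 100% = saturating agonist plus stimulus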
# Target sequence (P25929 whole entry, looked up): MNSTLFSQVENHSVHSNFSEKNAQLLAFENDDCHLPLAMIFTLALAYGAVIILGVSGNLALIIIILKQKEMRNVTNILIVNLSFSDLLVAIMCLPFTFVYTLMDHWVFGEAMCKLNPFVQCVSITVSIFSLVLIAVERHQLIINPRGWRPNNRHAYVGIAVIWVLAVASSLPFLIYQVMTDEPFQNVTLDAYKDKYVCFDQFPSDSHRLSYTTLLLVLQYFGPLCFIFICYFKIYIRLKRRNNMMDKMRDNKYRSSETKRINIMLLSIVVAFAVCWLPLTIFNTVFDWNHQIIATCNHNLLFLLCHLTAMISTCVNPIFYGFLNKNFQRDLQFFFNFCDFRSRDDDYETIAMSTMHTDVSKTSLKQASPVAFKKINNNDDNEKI
# PPC-1+TRAIL kill: compounds killing PPC-1 cancer cells with TRAIL present (potentiator screen, no TRAIL-free arm). PPC-1 cells + TRAIL, ATPLite viability luminescence. cell killing (% activity), % at 4 µM. 220,000 compounds, 0.41% hits. AID 1443;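 active = cell killing above 50% in the first pass at 4 µM, then a duplicate retest at 5 µM averaging 50% or more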;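 note: plate controls were cells with TRAIL plus DMSO for no effect and medium-only wells lacking cells for full effect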
# TRPML3 agonist: activates the human TRPML3 channel; Q8TDD5; HEK293 TRPML3-YFP, Fluo-8 calcium fluorescence; 100% = the carbachol control signal; activation, % at 3 µM; 220,000 compounds, 0.29% hits;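 active = activation above its plate's cutoff, the mean activation of the plate's test wells plus 3 SD, cut at about 12% in these data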;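 note: 0% = DMSO only wells and 100% = carbachol wells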
#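 system = HEK293 cells stably carrying human TRPML3-YFP | doses = one concentration, 3 µM nominal, 0.3% DMSO | timing = dye loading 1 h 37 °C then 30 min ambient, 125 s read | detection = Fluo-8 calcium dye fluorescence, ex 470-495, em 515-575 nm | benchmarks = high control carbachol 87 µM, low control DMSO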
# 14-3-3 Bad PPI: disrupts binding of bovine 14-3-3 zeta to phospho-Bad peptide; P63103; TR-FRET 14-3-3zeta/Dy647-pBad peptide displacement, 1 h; inhibition, % at 21.7 µM; 220,000 compounds, 0.71% hits;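 active = inhibition above about 70%, limit read from the data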;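 note: 0% = full 14-3-3 plus peptide FRET controls and 100% = background without 14-3-3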
# Target sequence (P63103 whole entry, looked up): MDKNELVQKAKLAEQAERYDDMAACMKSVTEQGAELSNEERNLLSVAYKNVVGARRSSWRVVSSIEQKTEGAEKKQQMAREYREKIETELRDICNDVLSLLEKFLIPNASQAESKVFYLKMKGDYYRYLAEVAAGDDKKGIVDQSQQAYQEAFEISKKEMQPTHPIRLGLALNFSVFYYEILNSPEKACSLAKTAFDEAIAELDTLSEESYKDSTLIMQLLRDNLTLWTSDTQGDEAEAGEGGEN
# NPY-Y1 antag: antagonists of human neuropeptide Y receptor Y1 | P25929 | HEK293-CNG Y1 cells, membrane potential fluorescence; NPY at EC95, then isoproterenol | inhibition, % at 3.6 µM | 200,000 compounds, 1% hits | AID 1040;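 active = inhibition above the campaign mean inhibition of all tested compounds plus 3 SD, cut at about 20% in these data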;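 note: 0% = DMSO wells given NPY plus isoproterenol and 100% = isoproterenol alone without NPY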
#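 Material: HEK293 cells with Y1 receptor plus CNG channel; times: compound incubation 1 h at room temperature, readout 45 min post-stimulation; signal: fluorescence, membrane potential probe; read-out basis: fluorescence ratio normalized to % inhibition between controls; benchmarks: full-block control isoproterenol-only wells, zero-block control NPY plus isoproterenol wells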
# zfTRPN1 agonist: activates the zebrafish TRPN1 channel; activation, % at 3 µM; HEK293 zebrafish TRPN1-YFP, Fluo-8 calcium fluorescence; 100% = response to 87 µM carbachol; 220,000 compounds, 0.18% hits;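 active = activation above its plate's cutoff, the mean activation of test wells on that plate plus 3 SD, cut at about 19% in these data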;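 note: 0% = DMSO alone and 100% = 87 µM carbachol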
#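 System: zebrafish TRPN1-YFP in HEK293 cells / Dosing: 3 µM single point / Timing: dye loading 1 h at 37 °C, then 30 min room temperature / Signal: Fluo-8 calcium fluorescence, excitation 470-495 nm, emission 515-575 nm / Read-out basis: percent activation from peak over basal fluorescence ratio, control-normalized / Control set: high carbachol 87 µM, low DMSO alone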
# Starred values were filed as active, the others as inactive; . = not tested or not shown; & = joins results of further samples; [ ] = another dose, or the depositor's remark. These rows are one share of the data. The share of hits here may be higher or lower than overall.
SMILES,EP2 antag,EP2 mod,CHOP inh,NPY1 pot ag,PPC-1+TRAIL kill,TRPML3 agonist,14-3-3 Bad PPI,NPY-Y1 antag,zfTRPN1 agonist
CCN(CC)c1ccc(N=Cc2ccc([N+](=O)[O-])o2)cc1,8,-3,-45,-5,53*,0.7,-2[fluorescence artefact?],1,-1.3
CCOc1ccc(CN2CCN(Cc3cccc4c3OCO4)CC2CCO)cc1 (configuration not stated),9,1,12,-6,-2,0.4,-11,-2,-0.5
COc1ccc(C(=O)NC2(C(F)(F)F)C(=O)Nc3c2c(=O)[nH]c(=O)n3CCc2ccc(OC)c(OC)c2)cc1 (configuration not stated),10,23,-12,-6,19,0.8,-2,2,1.0
COC(=O)c1sccc1NC(=O)Cn1nnc(-c2ccccc2C)n1,11,19,18,7,13,0.0,-8,7,0.1
Cc1oc(-c2ccc(-c3ccccc3)cc2)nc1CN1CCN(CC(=O)N(C)C)CC1,11,-16,-13,-24,0,2.0,-8,7,2.8
COc1cccc(CN(C)CC(=O)NCc2ccccc2Cl)c1OC,17,1,17,-10,-2,-0.2,-8,6,-1.6
CC(C(=O)N(C1CC1)C1(C(=O)Nc2ccccc2)CCCC1)N1C(=O)c2ccccc2C1=O (configuration not stated),4,-3,74*,-13,-10,-0.1,-4,4,-1.2
COc1cccc(CC(=O)n2nc(N)c3cc4ccc(OC)cc4nc32)c1,.,-65,95*,-7,9,0.5,11,-3,0.5
Cc1ccc(C)c(OCc2nnc(N)s2)c1,13,3,8,5,10,-0.1,12,5,1.2
COc1ccc(Nc2oc(COc3cccc(C)c3)nc2C#N)cc1,20,-34,-4,-10,-6,-0.7,10,12,-1.3
CC(C)NC(=O)NC(=O)COc1ccc(Br)cc1Br,9,17,27,-3,27,-0.3,4[fluorescence artefact?],6,-1.9
O=C1C2CCC(C(O)C2)N1Cc1ccccc1 (configuration not stated),6,20,-5,3,5,0.3,15[fluorescence artefact?],2,0.8
c1ccc(-c2cnc(-c3cccnc3)o2)cc1,11,16,13,-1,16,-0.6,37,4,1.0
O=C1NCCN(Cc2ccoc2)C1CC(=O)N(CCO)Cc1ccccc1 (configuration not stated),11,1,2,14,-3,1.3,-13,-5,-0.6
O=C(NCCCN1CCc2ccccc2C1)Nc1ccc(Cl)cc1,7,-15,-26,9,14,2.5,10[fluorescence artefact?],5,3.3
O=[N+]([O-])c1cccc(Nc2nc(Cl)nc(Cl)n2)c1,5,27,17,18,7,0.5,2,0,1.7
N#Cc1cc2c(=O)n3ccccc3nc2n(CCCn2ccnc2)c1=N,8,.,.,-1,-11,0.3,.,7,1.3
COCCN(C(=O)CSc1nnc(C)n1Cc1ccccc1)c1c(N)n(CC(C)C)c(=O)[nH]c1=O,3,11,14,-9,11,0.9,20,6,1.0
CCOC(=O)CN(C(=O)CSc1nnc2c(n1)[nH]c1c(C)cc(C)cc12)c1ccccc1,6,16,82*,10,-19,-0.1,45,5,-0.3
COc1ccc(NC(=O)c2ccco2)cc1NC(=O)c1cccnc1,5,-9,25,26,5,0.8,3[fluorescence artefact?],-6,0.7
Cc1c(C(=O)OC(C)CCN(C)C)oc2ccccc12 (configuration not stated),13&12,-11&-30,25,6,13,0.2,8[fluorescence artefact?],3,0.4
c1ccc(CSc2nnc(NC3=NCCCCC3)s2)cc1,7,4,53,-33,7,1.1,-1,5,3.0
Cc1c(Cl)c(C(F)(F)F)nn1CC(=O)N1CCSCC1,14,21,4,-19,19,-0.4,9,5,0.8
COc1ccc(C)cc1S(=O)(=O)N(CC(=O)Nc1cccc([N+](=O)[O-])c1)c1ccc(C)cc1,13,9,-13,17,8,0.8,7[fluorescence artefact?],-4,-0.4
NS(=O)(=O)c1ccc(N/N=C/c2ccc[nH]2)c([N+](=O)[O-])c1,6,-34,-2,24,-5,0.0,-5,.,-2.9
O=C(Cn1cc(C(=O)C(F)(F)F)c2ccccc21)NCc1ccco1,5,-20,-12,0,14,-0.3,1,0,-1.5
CC(NC(=O)Nc1ccc(Br)cc1)C(C)(C)C (configuration not stated),8,-35,16,0,25,4.8,-1,3,7.4
O=C(CCc1nnc(CCCc2ccccc2)o1)NCCc1ccco1,5,-20,-7,-3,-3,0.5,-11,4,-0.1
O=C(CCCn1c(SCC(=O)NCC2CCCO2)nc2ccccc2c1=O)NCc1ccccc1 (configuration not stated),4,-11,13,-11,2,-0.5,-3,-2,-0.5
c1cn(CCCNC2=NCCCCC2)cn1,18,6,1,4,0,0.9,7[fluorescence artefact?],8,0.3
O=C(NNC(=O)c1ccc(Oc2cc(Cl)cc(Cl)c2)o1)c1ccccc1,2,-30,5,-21,20,-0.3,2,.,-2.3
NC(=O)CSc1oc(-c2cccs2)nc1S(=O)(=O)c1ccccc1,16,-5,0,-12,14,0.0,4,11,0.9
COC(=O)c1ccc(OCCN2CCCCCC2)cc1,0,1,-10,-21,4,0.2,43,8,0.0
COCCCNC(=O)c1ccc(-c2csc(C)n2)cc1,4,-39,-25,4,20,-0.1,-6,5,0.7
Cc1ccc(S(=O)(=O)N2CCC(n3nnc4cc(C)ccc43)CC2)cc1,6,-35,20,-10,-4,0.7,2,9,0.4
CCOC(=O)C(CO)(NC(C)=O)C(=O)OCC,8,12,45,0,2,0.8,-3[fluorescence artefact?],25*,1.2
O=C(N/N=C/c1cc([N+](=O)[O-])cc([N+](=O)[O-])c1O)/C(=C\c1cccs1)NC(=O)c1ccccc1,0,-11,-18,-6,36,0.0,5,-2,0.9
N#CCCn1cc(/C=N/NC(=O)c2ccncc2)c(-c2ccccc2)n1,10,-15,-27,-4,1,-0.3,2,0,1.2
Cc1ccc2[nH]c(=O)c(CN(Cc3nnnn3Cc3ccccc3)C3CCCC3)cc2c1,9,7,39,-8,8,0.3,-2,3,0.6
CCCC(=O)NCCc1nc2ccccc2n1CCC,11,6,7,-7,12,0.2,-1[fluorescence artefact?],5,0.7
Cc1ccc(S(=O)(=O)N2CCC(C(=O)Nc3nnc(-c4ccc(F)cc4)s3)CC2)cc1,16,2,33,3,14,1.0,-11[fluorescence artefact?],1,1.6
COC(=O)C1=C(C)NC(=O)/C1=C\c1cc(C)n(-c2ccc(F)cc2)c1C,10,-24,15,-9,19,-0.3,-1,-2,0.5
CC(C)NC(=O)NC(=O)COc1cccc2c1OC(C)(C)C2,15,13,30,-7,10,-0.5,5,-1,-0.8
S=c1nc(C2CC2)[nH]c2ccccc12,20,35,18,-14,19,1.3,4,-2,0.7
COc1cc(OC)cc(C(=O)N[C@H](C(=O)Nc2ccc3c(c2)OCO3)C(C)C)c1,3,8,39,-17,-6,-1.1,-1,4,-0.9
Cc1nn(-c2ccccc2)c(N2CCCCC2)c1/C=N/O,12,35,15,14,8,-1.5,-14,-4,-3.0
Cc1cc(NC(=O)CCCC(=O)O)nc(C)n1,5&8,16&7,-11,38,8,0.7,6,1,2.9
CN(Cc1ccccc1)C(=O)c1ccco1,6,24,0,4,.,0.3,-8,-1,-0.2

# Quoted from the listing:
# O=C(N/N=C/c1cc([N+](=O)[O-])cc([N+](=O)[O-])c1O)/C(=C\c1cccs1)NC(=O)c1ccccc1 | zfTRPN1 agonist = 0.9
# N#Cc1cc2c(=O)n3ccccc3nc2n(CCCn2ccnc2)c1=N | PPC-1+TRAIL kill = -11

# Further structures
SMILES,EP2 antag,EP2 mod,CHOP inh,NPY1 pot ag,PPC-1+TRAIL kill,TRPML3 agonist,14-3-3 Bad PPI,NPY-Y1 antag,zfTRPN1 agonist
O=C(c1ccccc1)N1CCN(C(=O)c2ccccc2)CC1,13,20,20,-5,-27,0.7,-3,-5,1.3
COc1ccc(N/N=C(\C#N)C(=O)NCCc2ccc(OC)c(OC)c2)cc1,16,-50,9,7,-5,0.0,-7,.,0.3
O=C(c1ccc(CN2CCOCC2)cc1)N1CCC(Cc2ccccc2)CC1,3,14,10,-11,-18,-0.2,9,-2,1.6
COc1ccc(Br)cc1CNC(C)c1ccccc1 (configuration not stated),11,42,-51,12,10,0.5,13,2,-1.2
O=C1CNC(=O)N1Cc1ccc(Br)cc1,14,17,-14,-10,18,0.9,7[fluorescence artefact?],2,1.2
CCCn1c(SCC(=O)Nc2nnc(C)s2)nnc1-c1ccoc1C,9&10,35&14,35,-9,4,-0.9,4,4,-0.5
CCc1ccc2c(COC(=O)CNS(=O)(=O)c3ccc(NC(C)=O)cc3)cc(=O)oc2c1,4,19,28,-22,-8,0.1,13,-1,-0.5
COCCN=C1NN=C(c2ccc(NC(C)=O)cc2)CS1,7,-6,3,6,-13,1.0,-17,4,1.1
Cc1ccc(NC(=O)C(NS(=O)(=O)c2cccc3nsnc23)C(C)C)nc1 (configuration not stated),11,21,-13,-7,-4,0.5,-1,3,-0.1
CCOC(=O)C1=C(Cc2ccc(C)cc2)C(=O)c2ccccc2C1=O,11,32,104*,-11,-8,0.4,-1,7,1.6
O=C(NC(=S)Nc1ccc2c(c1)OCO2)c1ccc(Cl)cc1,0,-30,25,-1,28,-0.1,13[fluorescence artefact?],2,-2.0
Cc1ccc(S(=O)(=O)Nc2nc3cc(C)c(C)cc3[nH]2)cc1,4,-31,11,15,6,-1.7,-3,-5,-2.9
CN(C)c1nc(SCCOC(=O)Nc2ccccc2)nc(N(C)C)n1,7,-14,38,-51,-2,0.1,-1,9,0.6
Cn1c(=O)n(Cc2ccccc2Br)c2ccccc21,2,32,18,0,-8,-0.8,-13,0,-3.2
CCOCCCn1c(SCC(=O)Nc2cc(C(C)(C)C)nn2-c2ccccc2)nc2ccccc2c1=O,9,52,30,-19,-16,-0.7,13,2,1.1
Cc1ccc(C(=O)NCC(=O)OC(C)C(=O)Nc2ccc(N3CCOCC3)cc2)s1 (configuration not stated),1,6,-4,-13,4,0.6,-4,.,0.6
Cc1ccc(C(=O)NC(=S)NCc2cccnc2)c(C)c1,-1,-26,9,4,12,-0.2,-6,-4,1.9
COc1ccc(Br)cc1C(=O)Nc1ccc(Cc2ccncc2)cc1,9,5,22,-4,7,0.2,-18,8,-1.1
O=C(NCc1cccs1)c1csc2c1CCCCC2,22,-10,40,-6,-1,-1.3,-4,4,-2.5
Oc1ccc(CCC2CCCCN2Cc2nc(C3CC3)no2)cc1 (configuration not stated),4,24,13,4,-14,0.6,-10,8,1.3
CC1CCC(NC(=O)COc2ccccc2C(N)=O)CC1 (configuration not stated),8,-42,14,-19,29,0.7,-15,0,0.5
O=C(N/N=C/c1ccc[nH]1)c1cc(-c2ccc(Cl)cc2)nc2ccccc12,5,25,-1,-11,13,0.3,-11,1,-0.9
